USP28 inh – inhibitors of human USP28 deubiquitinase; Ubiquitin carboxyl-terminal hydrolase 28 (Homo sapiens), Q96RU2; purified USP28, Ub-rhodamine cleavage fluorescence, 30 min; inhibition, % at 25 µM; actives 3% (n = 47,000); AID 1645857, 2021
USP30 inh – inhibitors of human USP30 deubiquitinase; inhibition, % at 25 µM; actives 5.3% (n = 47,000); Ubiquitin carboxyl-terminal hydrolase 30 (Homo sapiens), Q70CQ3; purified USP30, Ub-rhodamine cleavage fluorescence
UCHL1 inh – inhibitors of human UCHL1 deubiquitinase | Ubiquitin carboxyl-terminal hydrolase isozyme L1 (Homo sapiens), P09936 | actives 0.2% (n = 47,000) | inhibition, % at 20 µM | purified UCHL1, Ub-rhodamine cleavage fluorescence | AID 1645859, 2021
USP7 inh – inhibitors of human USP7 deubiquitinase; inhibition, % at 20 µM; purified USP7, Ub-rhodamine cleavage fluorescence; Ubiquitin carboxyl-terminal hydrolase 7 (Homo sapiens), Q93009; actives 0.3% (n = 47,000)
USP8 block – inhibitors of human USP8 deubiquitinase; inhibition, % at 20 µM; actives 4.2% (n = 47,000); Ubiquitin carboxyl-terminal hydrolase 8 (Homo sapiens), P40818; purified USP8, Ub-rhodamine cleavage fluorescence, 30 min
USP10 inh – inhibitors of human USP10 deubiquitinase | actives 1.1% (n = 47,000) | inhibition, % at 20 µM | purified USP10, Ub-rhodamine fluorescence, 60 min | AID 1645856, 2021
USP17 block – inhibitors of human USP17 deubiquitinase | inhibition, % at 50 µM | purified USP17, Ub-rhodamine cleavage fluorescence, 3 h | Ubiquitin carboxyl-terminal hydrolase 17-like protein 5 (Homo sapiens), A8MUK1 | actives 6.5% (n = 47,000) | AID 1645855, 2021
Target sequence (A8MUK1 whole entry, looked up): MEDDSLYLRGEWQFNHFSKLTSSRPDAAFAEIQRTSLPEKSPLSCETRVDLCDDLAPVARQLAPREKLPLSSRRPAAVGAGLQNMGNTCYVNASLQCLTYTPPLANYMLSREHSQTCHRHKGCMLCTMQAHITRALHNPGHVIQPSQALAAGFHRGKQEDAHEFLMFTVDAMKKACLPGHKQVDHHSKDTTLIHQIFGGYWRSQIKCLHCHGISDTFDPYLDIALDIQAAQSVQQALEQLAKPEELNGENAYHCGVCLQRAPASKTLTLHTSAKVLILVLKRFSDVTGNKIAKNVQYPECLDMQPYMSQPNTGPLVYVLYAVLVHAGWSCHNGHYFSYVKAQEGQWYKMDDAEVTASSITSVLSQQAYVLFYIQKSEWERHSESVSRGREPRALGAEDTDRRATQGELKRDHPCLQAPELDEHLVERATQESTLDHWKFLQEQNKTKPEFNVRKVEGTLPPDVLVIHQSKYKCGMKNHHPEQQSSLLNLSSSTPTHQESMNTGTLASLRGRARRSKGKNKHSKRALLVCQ
OTUD3 block – inhibitors of human OTUD3 deubiquitinase | inhibition, % at 25 µM | OTU domain-containing protein 3 (Homo sapiens), Q5T2D3 | AID 1645858, 2021 | purified OTUD3, Ub-rhodamine fluorescence, 2 h | actives 0.7% (n = 47,000)
Target sequence (Q5T2D3 whole entry, looked up, the tested form may be a part): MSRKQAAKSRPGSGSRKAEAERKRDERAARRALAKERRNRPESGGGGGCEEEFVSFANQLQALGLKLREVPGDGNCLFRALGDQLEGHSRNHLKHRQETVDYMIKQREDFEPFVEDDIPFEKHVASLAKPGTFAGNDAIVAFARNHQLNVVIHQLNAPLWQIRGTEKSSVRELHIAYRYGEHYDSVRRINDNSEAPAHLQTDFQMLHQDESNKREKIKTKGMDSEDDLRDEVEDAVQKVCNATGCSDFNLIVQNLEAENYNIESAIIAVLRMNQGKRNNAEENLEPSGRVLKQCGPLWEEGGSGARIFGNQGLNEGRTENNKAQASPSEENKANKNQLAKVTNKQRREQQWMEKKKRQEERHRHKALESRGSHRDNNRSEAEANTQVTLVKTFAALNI
The depositor's hits bear a star; i = inactive; . = not tested or not shown. Cut-off read from the data, not from the text of the source: active = inhibition above about 30%; inactive = the rest.

SMILES	USP28 inh	USP30 inh	UCHL1 inh	USP7 inh	USP8 block	USP10 inh	USP17 block	OTUD3 block
O=C(Nc1cc(S(=O)(=O)N2CCCCC2)ccc1N1CCCCC1)C1COc2ccccc2O1 (stereo unspecified)	-10	-117	-3	-2	-259	-12	-47	-11
Cc1ccc(C(=O)N2CCc3cc(-c4nc(NC(=O)CN5CCCCC5)sc4C)ccc32)cc1	16	1	5	-49	0	4	16	7
Cc1ccc2nc(CN3CCC(c4nc5ccccc5s4)CC3)cc(=O)n2c1	-3	0	0	0	6	-1	1	1
CC(C)(C)n1cc(C(=O)N2CCCCCC2c2ccncc2)cn1 (stereo unspecified)	-6	-1	-4	-8	6	-5	-1	-3
Cc1cc2n(n1)CCCN2C(=O)CCC(=O)NCc1ccccc1Cl	11	27	5	2	10	3	6	9
COc1ccc(C(C2C(=O)CC(C)(C)CC2=O)C2C(=O)CC(C)(C)CC2=O)cc1COCC(F)(F)F	-4	-12	-2	0	1	5	8	-4
O=C(Nc1ccccc1)N1CCCN(c2nc3ccc(Cl)cc3s2)CC1	-13	-18	4	-57	0	5	-6	-12
Cc1ccc(OCC(=O)N2CC(C(N)=O)Oc3ccccc32)c(C)c1 (stereo unspecified)	12	19	1	-3	9	0	-51	8
COc1ccc(-c2nc3c4c(C)c(C)n(CCN(C)C)c4ncn3n2)cc1OC	-30	-123	-5	-9	-19	-4	-49	-23
O=C(Cn1cc(S(=O)(=O)Cc2ccc(Cl)cc2)c2ccccc21)N1CCCCCC1	-7	13	4	-118	-4	8	-3	-2
Cc1nc(CN2CCn3c(Cn4cccn4)cnc3C2C)cs1 (stereo unspecified)	-236	i	-66	-72	-129	-4	-177	-233
CCc1nccn1Cc1noc(-c2ccc3c(c2)OCO3)n1	48*	25	2	1	18	1	18	14
Cc1cccc(NC(=O)c2c(-c3ccc(C(C)C)cc3)c3c4n(c(-c5ccccc5)cn24)CCCC3)c1	-6	-94	1	5	17	-1	-4	-23
CCOc1ccc(N2Cc3ccc(OC)c(OC)c3C2=O)cc1	2	22	2	2	0	0	38*	6
COc1ccc(-c2c(C)noc2NC(C)=O)cc1S(=O)(=O)N1CCC(C)CC1	-8	5	3	-5	14	-3	5	9
Cc1c(C(=O)c2ccc3ccccc3c2)nnn1-c1ccc([N+](=O)[O-])cc1	-1	18	5	9	18	2	6	5
CC(=O)N1c2ccccc2NC2=C(C(=O)CC(c3ccccc3)C2)C1c1ccco1 (stereo unspecified)	0	-4	-2	-3	-21	-1	-11	0
O=C(C1CCC1)N1C2CCC(O)(CC2)C1CN1CCOCC1 (stereo unspecified)	-7	12	0	4	2	2	1	0
CCOc1ccc(NC(=O)C2C3C=CC4(O3)C2C(=O)N(Cc2ccc3c(c2)OCO3)C4C(=O)NC2CCCCC2)cc1 (stereo unspecified)	14	15	4	6	24	24	11	10
CCN(c1ccccc1)S(=O)(=O)c1ccc(N2C(=O)CCS2(=O)=O)cc1C	11	8	3	2	30	5	25	10
Cc1cc(N2CCOCC2)nc(N2CCN(C(=O)COc3ccccc3)CC2)n1	-14	-28	-1	0	2	-2	-14	-12
COc1ccc(OC)c(S(=O)(=O)Nc2ccc3cn[nH]c3c2)c1	0	8	3	-2	1	3	6	6
COc1cccc(C(=O)N2CCc3nc(CNC(=O)C4CCC4)n(C)c3C2)c1	9	13	5	5	12	1	24	6
CCC/C=C/CC1C/C=C/C=C(C)/C=C\C=C/C(O)C(O)/C=C(C)/C=C\C=C\C(=O)N1 (stereo unspecified)	-47	-205	-23	-22	-132	-12	-76	-29
CN1CCN(C(=O)c2cc3cc(F)ccc3[nH]2)CC(C(N)=O)C1 (stereo unspecified)	-9	0	-1	-10	0	2	1	-4
Next section
SMILES	USP28 inh	USP30 inh	UCHL1 inh	USP7 inh	USP8 block	USP10 inh	USP17 block	OTUD3 block
O=C(NCc1ccc(F)cc1)C1CCN(C(=O)c2cc(-c3ccccn3)n[nH]2)CC1	-1	8	-3	-1	-83	3	-1	0
COc1ccc(-c2csc3ncnc(OCC(=O)Nc4ccc5c(c4)OCO5)c23)cc1OC	7	-8	4	3	7	2	18	5
CN(C(=O)Cn1c(=O)n(CCCCC(=O)NC2CCCC2)c(=O)c2ccccc21)C1CCCCC1	2	28	0	2	20	0	19	7
CC(Oc1ccc(F)cc1)C(=O)Nc1cccc2cccnc12 (stereo unspecified)	19	23	8	10	20	9	16	12
O=S1(=O)C[C@H](NCCc2ccc(Cl)cc2)[C@@H](S(=O)(=O)c2ccccc2)C1	-1	9	-2	-7	-2	0	-3	1
CC1CCN(c2nnc(-c3nc(C4CC4)no3)c3ccccc23)CC1	22	57*	5	-3	6	13	21	31*
COc1ccc(-n2nc(C)c3sc(N4CCC(NC(C)=O)CC4)nc32)cc1	-7	-20	-1	-4	-2	-3	-25	-3
C/C=C/C[C@@H](C)[C@@H](O)[C@H]1C(=O)N[C@@H]([C@@H](C)O)C(=O)N(C)CC(=O)N(C)[C@@H](CC(C)C)C(=O)N[C@@H](CC(C)C)C(=O)N(C)[C@@H](CC(C)C)C(=O)N[C@@H](C)C(=O)N[C@H](C)C(=O)N(C)[C@@H](CC(C)C)C(=O)N[C@@H](CC(C)C)C(=O)N(C)[C@@H](C(C)C)C(=O)N1C	2	15	5	9	10	1	9	15
Cn1c(=O)c2c(-c3ccncc3)c3c(nc2n(C)c1=O)-c1ccccc1C3=O	10	15	-2	5	11	0	11	6
COC(=O)c1ccccc1NC(=O)CN1C(=O)C2CCCN2c2ncc(Cl)cc21 (stereo unspecified)	-32	-94	-16	-8	-18	-6	-34	-28
CCN1CCN(c2cc(-n3ccnc3C)n3nccc3n2)CC1	-17	-70	-4	-2	-7	-6	-25	-11
COc1ccccc1N1CCN(C(=O)CN(Cc2ccccc2Cl)S(=O)(=O)c2ccc(Cl)cc2)CC1	-25	-75	-5	-8	-32	-8	-45	-25
COc1cccc(Cn2nc3n(CC(C)C)c(=O)c4ccc(C(=O)NC(C)C)cc4n3c2=O)c1	4	30*	0	2	0	0	18	13
COc1ccc(CCNC(=O)c2ccc(N3C(=O)N4CCc5c([nH]c6ccccc56)[C@@]4(C)C3=O)cc2)cc1OC	-8	-58	1	2	-2	-5	-7	-18
O=C1N[C@H]2OCCC[C@H]2[C@H](c2cccc(C(=O)O)c2)N1	12	-21	-4	-5	-69	0	-38	-15
CCc1nc(-c2ccc3c(c2)CCN3C(=O)c2ccco2)no1	-9	4	-2	5	2	-1	-10	0
CC(=O)NC(Cc1ccc(C(C)C)cc1)C(=O)NC1CCN(C(=O)C2CCCCC2)CC1 (stereo unspecified)	-3	4	-1	-14	-7	-3	-8	-6
CCn1c(-c2cc(NC(=O)COC)n[nH]2)cc2ccccc21	-31	-202	-2	-3	-6	-4	-62	-44
CCOC(=O)c1cnn(-c2ccccc2)c1-n1cccc1C(=O)C(=O)Nc1ccccc1	2	6	8	10	2	7	3	3
O=C(NCc1noc(C2CCCC2)n1)C1CCCCC1	10	26	2	0	20	0	13	13
CCCCn1c(=O)n(CC(=O)NCc2ccc(Cl)cc2)c(=O)c2c1ncn2CC(C)C	-9	2	-2	-36	-9	-2	0	1
CC1CCN(c2cc(C(C)C)nc3nc(-c4cccnc4)nn23)CC1	10	18	0	-2	10	-1	8	18
Cc1c(C)n(-c2ccccc2)c2ncn(CC(=O)N(C)Cc3ccccc3)c(=O)c12	-3	-2	0	-6	-14	-4	53*	4
Cc1cc(=O)oc2c1c(C)nn2-c1ccc([N+](=O)[O-])cc1	-20	-43	-4	-19	-219	-4	-19	-8
O=C(NC1(c2nc(-c3ccncc3)no2)CCCCC1)c1ccccn1	-1	-1	-3	-7	0	-1	-5	1
(cont.)
SMILES	USP28 inh	USP30 inh	UCHL1 inh	USP7 inh	USP8 block	USP10 inh	USP17 block	OTUD3 block
COc1cccc(CNC(=O)c2oc(=O)c3ccccc3c2-c2ccccc2)c1	5	23	2	-1	4	8	9	10
CSc1n[nH]c(N)c1-c1ccccn1	.	.	1	0	1	-1	5	0
CS(=O)(=O)c1ccccc1CN1CCC(N(Cc2ccco2)S(=O)(=O)c2cccc3cccnc23)CC1	-21	-75	-20	-15	1	-4	-11	-17
COc1ccc(CCN2C[C@@]34CN(C(=O)C5CCC5)C[C@@H](C[C@@H]3S2(=O)=O)O4)cc1	6	21	2	-3	16	0	12	10
Cc1ccc2c(c1)[nH]c1c(N3CCN(C4CCCCC4)CC3)ncnc12	0	-13	1	0	2	-6	3	4
CCn1c(=O)c(C(=O)N2CCN(c3ccccc3F)CC2)nc2cccnc21	-22	-17	-6	-5	-11	-1	-12	-11
Cc1nn(Cc2c(Cl)cccc2Cl)c(C)c1NC(=O)c1noc2c1CCCC2	14	0	-2	7	1	0	-2	-3
COc1ccc(S(=O)(=O)N2CCOCC2)cc1NS(=O)(=O)c1ccc(F)c(F)c1	-2	-4	-1	-17	7	-2	-4	-19
CC(C)Cc1nc2sc3c(SCC(=O)Nc4ccccc4)ncnc3c2c2c1COC(C)(C)C2	0	9	0	0	-2	0	-9	0
CCN1C(=O)c2cccnc2Sc2cc(NC(=O)c3ccc(Cl)s3)ccc21	51*	-63	-5	-81	-11	-3	-15	0
Cc1cccc(N2CCN(C(=O)CCn3c(=O)[nH]c4ccccc4c3=O)CC2)c1C	10	36*	2	0	-13	1	46*	20
CCOC(=O)N1CCCC(C(=O)N2CCc3[nH]c4ccccc4c3C2)C1 (stereo unspecified)	-3	-19	3	6	5	-1	-4	0
Cc1noc(C2(NC(=O)c3cccc(F)c3)CCCCC2)n1	-9	-7	-1	-11	-1	-1	0	0
O=C(NCc1ccc2c(c1)OCO2)c1cccc(-c2cnc(N3CCCC3)nc2)c1	14	43*	3	5	29	11	30*	14
COc1ccc(CC(=O)NC2CCN(c3ccccc3)C2=O)cc1 (stereo unspecified)	4	-5	0	4	14	2	18	-2
O=C(C(Cc1c[nH]c2ccccc12)N1CCS(=O)(=O)CC1)N1CCN(c2ccccc2)CC1 (stereo unspecified)	-4	-2	2	1	7	-1	1	-1
Cn1cc2c(N3CCSCC3)nc(C(=O)NCCCc3ccccc3)nc2n1	0	8	-2	-5	-22	-2	-5	-8
Cc1nn(-c2ccccc2)c2[nH]c(=O)c(CNCc3ccc(F)cc3)cc12	2	11	1	3	56*	0	11	3
CN1CCc2c(sc3nc(SCC(=O)NCc4ccco4)nc(N)c23)C1	-113	i	-22	-24	-22	-7	-98	-113
CCCC(=O)NCC(c1ccc2c(c1)CCN2C)N1CCOCC1 (stereo unspecified)	3	-66	1	.	4	1	9	-6
COc1cc(C(=O)NCCc2nc3ccccc3n2Cc2ccccc2F)cc(OC)c1OC	7	9	3	-82	0	1	0	4
CCN1CC2(CCN(Cc3ccccc3F)CC2)COc2ccccc2S1(=O)=O	-12	-15	-2	3	-129	0	-33	-6
COc1ccccc1NC(=O)C(=O)c1cc(C)n(-c2ccccc2Cl)c1C	5	-36	3	8	-12	-7	-8	-1

Grouped by structure: those above with fluorine.
SMILES	USP28 inh	USP30 inh	UCHL1 inh	USP7 inh	USP8 block	USP10 inh	USP17 block	OTUD3 block
COc1ccc(C(C2C(=O)CC(C)(C)CC2=O)C2C(=O)CC(C)(C)CC2=O)cc1COCC(F)(F)F	-4	-12	-2	0	1	5	8	-4
CN1CCN(C(=O)c2cc3cc(F)ccc3[nH]2)CC(C(N)=O)C1 (stereo unspecified)	-9	0	-1	-10	0	2	1	-4
O=C(NCc1ccc(F)cc1)C1CCN(C(=O)c2cc(-c3ccccn3)n[nH]2)CC1	-1	8	-3	-1	-83	3	-1	0
CC(Oc1ccc(F)cc1)C(=O)Nc1cccc2cccnc12 (stereo unspecified)	19	23	8	10	20	9	16	12
CCn1c(=O)c(C(=O)N2CCN(c3ccccc3F)CC2)nc2cccnc21	-22	-17	-6	-5	-11	-1	-12	-11
COc1ccc(S(=O)(=O)N2CCOCC2)cc1NS(=O)(=O)c1ccc(F)c(F)c1	-2	-4	-1	-17	7	-2	-4	-19
Cc1noc(C2(NC(=O)c3cccc(F)c3)CCCCC2)n1	-9	-7	-1	-11	-1	-1	0	0
Cc1nn(-c2ccccc2)c2[nH]c(=O)c(CNCc3ccc(F)cc3)cc12	2	11	1	3	56*	0	11	3
COc1cc(C(=O)NCCc2nc3ccccc3n2Cc2ccccc2F)cc(OC)c1OC	7	9	3	-82	0	1	0	4
CCN1CC2(CCN(Cc3ccccc3F)CC2)COc2ccccc2S1(=O)=O	-12	-15	-2	3	-129	0	-33	-6

An excerpt from above in order of their number in UCHL1 inh, high to low.
SMILES	USP28 inh	USP30 inh	UCHL1 inh	USP7 inh	USP8 block	USP10 inh	USP17 block	OTUD3 block
Cc1nn(-c2ccccc2)c2[nH]c(=O)c(CNCc3ccc(F)cc3)cc12	2	11	1	3	56*	0	11	3
CC(C)Cc1nc2sc3c(SCC(=O)Nc4ccccc4)ncnc3c2c2c1COC(C)(C)C2	0	9	0	0	-2	0	-9	0
CCN1C(=O)c2cccnc2Sc2cc(NC(=O)c3ccc(Cl)s3)ccc21	51*	-63	-5	-81	-11	-3	-15	0

Assay outcomes as filed in PubChem.
